# SRC3 TRFRET art: TR-FRET artefact, counter-screen to PPARgamma/SRC-3 agonist assay | TR-FRET ratio at 8 µM | PPARgamma/SRC-3 format; stronger effect = higher value | hit rate 0.39% among 99,000 | AID 1048; in the data active = TR-FRET ratio above about 2000; also: inactives centre near 1600; reference of the scale not given here
# SRC1 TRFRET art: flags TR-FRET format artefacts in PPARgamma SRC-1 recruitment agonist screen; hit rate 0.34% among 99,000; TR-FRET ratio at 8 µM; TR-FRET detection artefact counter-screen, emission ratio; stronger effect = higher value; in the data active = TR-FRET ratio above about 2300; also: inactives centre near 1800; reference of the scale not given here
# Numbers without * were called inactive.
entry	mol	SRC1 TRFRET art	SRC3 TRFRET art
1	C=CCn1c(SCC(=O)Nc2ccc(C(=O)OCC)cc2)nnc1-c1cccs1	1885	1489
2	Cc1ccc(NC(=O)CN(C)C(=O)c2ccc(Cl)c([N+](=O)[O-])c2)cc1	1998	1371
3	COc1ccccc1C(O)(C(=O)NN(C)c1ccccc1)c1ccccc1OC	2156	1670
4	COC(=O)c1ccc(Cn2cnc3c(cnn3-c3ccc(Cl)cc3)c2=O)o1	1758	1751
5	COCCCNc1nc2c(-c3cccc(C(F)(F)F)c3)nnn2c2ccccc12	1852	2690*
6	COc1ccc(CNc2nc3ccccc3n2Cc2ccc(C)cc2)cc1OC	1587	1577
7	COc1ccc2[nH]cc(CCNC(=O)C3CCCO3)c2c1 (stereo not drawn)	2068	1764
8	COC(=O)c1ccc(C(=O)OC)c(NC(=S)N2CCN(c3ccccn3)CC2)c1	1699	1608

# Given in transposed form: part of the list above
[3] COc1ccccc1C(O)(C(=O)NN(C)c1ccccc1)c1ccccc1OC
[4] COC(=O)c1ccc(Cn2cnc3c(cnn3-c3ccc(Cl)cc3)c2=O)o1
[5] COCCCNc1nc2c(-c3cccc(C(F)(F)F)c3)nnn2c2ccccc12
[6] COc1ccc(CNc2nc3ccccc3n2Cc2ccc(C)cc2)cc1OC
Assay by compound,3,4,5,6
SRC1 TRFRET art,2156,1758,1852,1587
SRC3 TRFRET art,1670,1751,2690*,1577

# The list goes on:
entry	mol	SRC1 TRFRET art	SRC3 TRFRET art
9	CCN(CC)CCNC(=O)c1ccc(Sc2ccc(Cl)cc2)c(NC(C)=O)c1	1793	1548
10	N/C(CN1CCCC1=O)=N\OC(=O)c1ccc(Cl)cc1	1732	1478
11	c1ccc(OCCOc2ncnc3ccccc23)cc1	1824	1580
12	N=c1sccn1CC(=O)Nc1cccc(S(=O)(=O)N2CCCCCC2)c1	1770	1521
13	COc1ccc(/C=C/C(=O)c2ccccc2O)cc1	1886	1639
14	CCCCC(C)(O)C/C=C/[C@H]1[C@H](O)CC(=O)[C@@H]1CCCCCCC(=O)OC (stereo partly drawn)	1819	1688
15	O=C(CCc1nc2ccccc2c(=O)[nH]1)OCC(=O)c1cccc(Cl)c1	1523	1383
16	Cc1ccc2cc(C3CC(c4ccco4)=NN3S(=O)(=O)c3ccccc3)c(Cl)nc2c1 (stereo not drawn)	1637	1474
17	COc1ccc(/C=N/NS(=O)(=O)c2ccc(F)cc2)cc1COc1cc(F)ccc1[N+](=O)[O-]	1833	1561
18	CCCCCCNC(=O)Cc1ccc(Br)cc1	1747	1401
19	O=C(NC1CCCCC1)c1cc(C(=O)c2ccccc2Br)c[nH]1	1780	1685
20	O=C(NCCSCc1ccccc1)c1cc(S(=O)(=O)N2CCOCC2)ccc1F	1677	1333
21	Cc1ccc(-c2cc(=O)c3cc(C)ccc3[nH]2)cc1	1691	1476
22	Nc1cccc(Nc2ccccc2)c1	2150	1682
23	Cc1noc(C)c1COc1cccc(C(=O)NC(C)(C)C)c1	1860	1409
24	CN(CC(=O)Nc1ccc(N2CCOCC2)cc1)C(=O)C1CCCC1	1859	1524
25	COC(=O)c1ccc(Oc2nc(NC(C)(C)C)nc(N3CCOCC3)n2)cc1	1750	1427
26	COc1cc(OC)cc(C(=O)NNC(=O)CCc2ccccc2)c1	1707	1647
27	C/C(Cn1nc([N+](=O)[O-])cc1C)=N\NC(=O)COc1ccc(Cl)cc1Cl	1873	1548
28	COC(=O)c1cccnc1NC(=S)NC(C)C	1738	1492
29	Nc1oc2ccccc2c(=O)c1C=O	1608	1370
30	CCOc1nc(C)cc(C)c1S(=O)(=O)c1ccc(Cl)cc1	1556	1545
31	CC(C)N1CCC(N2CCN(Cc3ccc(-c4ccc(Cl)cc4)o3)CC2CCO)CC1 (stereo not drawn)	1432	1348
32	Cn1c(SCc2n[nH]c(=S)n2-c2ccccc2)nnc1-c1ccccc1	1624	1615
33	COc1ccc(N2CC(NC(=O)N(C)CCC#N)CC2=O)cc1 (stereo not drawn)	1566	1513
34	COc1ccc(OCCNC(=O)/C=C/c2ccc([N+](=O)[O-])cc2)cc1	1804	1518
35	CC(=O)N1CCN(Cc2nc(-c3cccc(Cl)c3)no2)CC1	1667	1764
36	O=C(c1ccc(S(=O)(=O)NCc2ccco2)cc1)N1CCN(Cc2ccccc2)CC1	1845	1627
37	CCCCN(C(=O)c1ccc(Cl)c([N+](=O)[O-])c1)c1c(N)n(CCC)c(=O)[nH]c1=O	1704	1665
38	C[C@@H]1NC(=O)[C@H](CCC(N)=O)NC(=O)c2cc([N+](=O)[O-])cc(I)c2NCCC[C@@H](C(N)=O)NC1=O	1776	1533
39	Cn1cc(C(=O)C(=O)N2CCCc3ccccc32)c2ccccc21	1752	1599
40	O=C(C1=C[C@@H]2[C@H]3C(=O)N(c4ccc(Cl)cc4)C(=O)[C@H]3[C@@H](C(=O)c3ccc(Cl)cc3)N2C=C1)c1ccccc1	1837	1614
41	COc1ccc(C2Nc3ccccc3C(=O)N2c2ccc(C)cc2)cc1COc1ccccn1 (stereo not drawn)	1949	1696
42	O=c1cc(O)nc(SCc2ccccc2)n1-c1ccc(Cl)cc1	1737	1582
43	N=C1c2ccccc2CN1NC(=O)COc1ccc(Cl)cc1	2139	1885
44	Cc1cc(OCCCCNC(C)C)cc(C(C)C)c1	1648	1506
45	COc1ccc(CNS(=O)(=O)NCc2ccc(C)cc2)cc1OC	1783	1649
46	O=C(NCc1ccncc1)C(=O)NCc1ccncc1	1752	1504
47	Cc1ccc(SCC(=O)NN=C2CCN(C)CC2)cc1	1749	1463
48	COc1ccc(CCN(C)S(=O)(=O)c2ccc(Cl)nc2)cc1OC	1881	1616
49	CCCC(=O)NCn1nnc(-c2ccc(Cl)cc2)n1	1569	1441
50	COc1cc2[nH]c(=S)n(C3CCCC3)c(=O)c2cc1OC	1608	1513
51	COc1ccccc1-n1cnnc1SC(C)C(=O)Nc1ccc(NC(C)=O)cc1 (stereo not drawn)	1751	1407
52	Cn1c(COc2ccc([N+](=O)[O-])cc2)nnc1SCC(N)=O	1715	1485
53	O=C1C2C3c4ccccc4C(c4ccccc43)[C@@H]2C(=O)N1c1nc(-c2ccccc2)cs1 (stereo partly drawn)	1833	1510
54	Cn1nc(C(=O)OCc2ccccc2F)c2ccccc2c1=O	1907	1702
55	NNC(=O)CNC(c1ccccc1)c1cc(Br)ccc1NC(=O)c1ccc(Br)cc1 (stereo not drawn)	1534	1329
56	Clc1ccc(C2CC(c3cccs3)n3ncnc3N2)cc1Cl (stereo not drawn)	1974	1513
57	COc1ccc(N2CCN(C(=O)CCNC(=O)Cn3ccc4ccccc4c3=O)CC2)cc1	1883	1762
58	COc1ccc(NC2=CC(c3cccc(OC)c3)N(c3ccc(OC)cc3)C2=O)cc1 (stereo not drawn)	1869	1643
59	O=C(c1cccc([N+](=O)[O-])c1)N1CC2C3C=CC(C3)C2C1 (stereo not drawn)	1778	1395
60	Cc1ccc(C(=O)NCCn2ccc3ccccc32)cc1[N+](=O)[O-]	1606	1495
61	O=C1CCCC(O)=C1N=Nc1cccc(C(=O)O)c1	1855	1488
62	COc1cc(/C=N/NC(=O)CC#N)cc(Br)c1O	1529	1514
63	O=C1COC(c2ccccc2)C2CCCCN12 (stereo not drawn)	1680	1472
64	COc1ccc(/C=C/C(=O)c2cc3c(cc2N)OCO3)cc1	1901	1596

# Other compounds follow.
entry	mol	SRC1 TRFRET art	SRC3 TRFRET art
65	CC(C)NC(=O)COC(=O)c1ccc(S(=O)(=O)N2CCCC2)cc1	1821	1660
66	O=C(Cn1nnc2ccccc2c1=O)NCc1ccc(Cl)cc1	1671	1658
67	COc1ccccc1CNC(=O)c1cc2c(s1)CS(=O)(=O)C2	1687	1836
68	CCN(C(=O)CSc1nnc(-c2ccccc2)o1)c1c(N)n(Cc2ccccc2)c(=O)[nH]c1=O	1706	1235
69	C=CCN(C(=O)CSC1=NC(=O)CN1C(C)=O)c1nc(C)c(-c2ccccc2)s1	1825	1562
70	NC(=O)CSc1nnnn1-c1ccccc1Cl	1988	1663
71	COc1cc(/C=C/C(=O)OCC(=O)NC(=O)NC(C)(C)C)ccc1OCC#N	1615	1511
72	O=C(CCS(=O)(=O)c1ccccc1)NCCS(=O)(=O)c1ccccc1	1495	1610

# Some of the entries so far, screen by screen.
67	COc1ccccc1CNC(=O)c1cc2c(s1)CS(=O)(=O)C2
68	CCN(C(=O)CSc1nnc(-c2ccccc2)o1)c1c(N)n(Cc2ccccc2)c(=O)[nH]c1=O
69	C=CCN(C(=O)CSC1=NC(=O)CN1C(C)=O)c1nc(C)c(-c2ccccc2)s1
70	NC(=O)CSc1nnnn1-c1ccccc1Cl
71	COc1cc(/C=C/C(=O)OCC(=O)NC(=O)NC(C)(C)C)ccc1OCC#N
72	O=C(CCS(=O)(=O)c1ccccc1)NCCS(=O)(=O)c1ccccc1

assay / compound,67,68,69,70,71,72
SRC1 TRFRET art,1687,1706,1825,1988,1615,1495
SRC3 TRFRET art,1836,1235,1562,1663,1511,1610

# Next section
entry	mol	SRC1 TRFRET art	SRC3 TRFRET art
73	O=C(NCCc1c[nH]c2ccccc12)C(=O)NCC1OCCN1S(=O)(=O)c1ccc(Cl)cc1 (stereo not drawn)	1801	1698
74	Cc1ccccc1C(=O)N1CCC(C(=O)N2CCN(S(=O)(=O)c3ccccc3F)CC2)CC1	2100	1525
75	CC(C)(C)SCCNC(=O)c1ccc(Cl)c([N+](=O)[O-])c1	1499	1433
76	Fc1ccccc1/C=N/Nc1ncnc2ccccc12	1778	1630
77	CC(=O)NC(Cc1ccc(C)cc1)C(=O)NC1CCN(c2ncccc2[N+](=O)[O-])CC1 (stereo not drawn)	1742	1366
78	NC(=S)NNC(=O)Nc1cccc(Cl)c1	2046	1553
79	COc1ccc(CC(=O)OCC(=O)Nc2cccc(Br)c2)cc1	1852	1444
80	CS(=O)(=O)N1CCN(c2ccccc2NC(=O)CSc2nnc(-c3ccco3)o2)CC1	1990	1693
81	CCOC(=O)C1=C(C)N=C2SC(C)C(=O)N2C1c1ccccc1 (stereo not drawn)	1751	1588
82	O=C(N=Nc1c(O)[nH]c2ccccc12)c1cccc(S(=O)(=O)Nc2ccccc2Cl)c1	1640	1629
83	O=C(COC(=O)c1ccc2c(c1Cl)C(=O)c1ccccc1C2=O)NC1CCCCC1	1822	1717
84	O=C(C1CCCCC1)N1CCc2ccccc21	1918	1369
85	N#Cc1ccc(C(=O)Nc2ccc([N+](=O)[O-])cc2)c(F)c1	1616	1502
86	O=C1C2CC=CCC2C(=O)N1c1ccc(NCCc2ccccc2F)c([N+](=O)[O-])c1 (stereo not drawn)	1712	1474
87	O=C(NCc1ccccc1)c1ccc(Cl)nc1	2094	1528
88	O=C(CSc1nc2ccccc2[nH]1)N/N=C/C=C\c1ccccc1[N+](=O)[O-]	1639	1526
89	CCOC(=O)C1CCN(S(=O)(=O)c2c(C)[nH]c(=O)[nH]c2=O)CC1	1635	1659
90	CN1CCN(C(=O)CSc2ccc(C(F)(F)F)cc2[N+](=O)[O-])CC1	1883	1588
91	COc1ccc(-c2ncc(CN3CCN(CCC(C)C)C(CCO)C3)cn2)cc1 (stereo not drawn)	1749	1607
92	Cn1c(NC(=O)c2ccc(F)c(F)c2)cc(=O)n(C)c1=O	1992	1748
93	COc1ccc(C(=O)Nc2ccccc2Cc2ccccc2)c(OC)c1	1817	1600
94	CC(C)CC(=O)Nc1ccc2c(c1)OCO2	2013	1637
95	CCCCC(=O)Nc1ccc(C(=O)Nc2ccc(OC)cc2[N+](=O)[O-])cc1	1629	1349
96	COc1ccccc1NCC(=O)N/N=C/c1sccc1C	1671	1548
97	CCOc1ccccc1OCCCC(=O)Nc1sccc1C(N)=O	1846	1639
98	CC(=O)c1cc(CN2CCN(Cc3ccccc3)C(CCO)C2)cs1 (stereo not drawn)	1986	1686
99	COc1cc(/C=N/NC(=O)c2ccccn2)cc2c1OCO2	1886	1601
100	c1ccc(N/N=C(\Cc2nc3ccccc3[nH]2)c2ccccc2)cc1	1637	1576
101	CCC(=O)Oc1ccc(C(=O)Nc2ccc([N+](=O)[O-])cc2)cc1	2069	1656
102	CC(C)(C)[C@H]1C=C(C(=O)NC2CC2)O[C@@H](OCc2ccc(CO)cc2)C1	1671	1541
103	C=CC[n+]1c(-c2ccc(C)cc2)csc1Nc1ccc(NC(C)=O)cc1	1901	1652
104	NC(=O)N/N=C/c1cc(Br)ccc1OCC(=O)NCc1ccccc1	2078	1680
105	COc1cccc(C(=O)COc2ccc3c(C)c(Cc4ccccc4)c(=O)oc3c2)c1	1967	1691
106	CC(=O)Nc1ccc(C(=O)OCC(=O)Nc2ccc([N+](=O)[O-])cc2C(F)(F)F)cc1	2039	1613
107	CCC(C)N(C(=O)Cn1nnc2ccccc21)C(C(=O)NCc1ccco1)c1cccc(OC)c1 (stereo not drawn)	1932	1646
108	CCCCCN(C(=O)NC(=O)Nc1cccc(C)c1C)S(C)(=O)=O	1603	1492
109	O=C(Nc1cccc2ncccc12)c1ccc(F)cc1	1699	1710
110	Cc1cc(=O)[nH]c(SCC(=O)NC(c2ccccc2)c2ccccc2)n1	2064	1576
111	O=c1cc(Nc2ccc3c(c2)OCCO3)[nH]c(=O)n1-c1ccc(Cl)cc1	1671	1377
112	CCC(C(=O)NNC(=O)c1cnccn1)c1ccccc1 (stereo not drawn)	1652	1497
113	COc1cc(C(=O)Nc2cc(-c3cn4cccnc4n3)ccc2C)cc(OC)c1OC	1728	1419
114	O=[N+]([O-])c1cccc(N=Cc2sc3ccccc3c2O)c1	1836	1301
115	C=CCn1c(CNC(=O)c2ccco2)nnc1SCC(=O)c1ccc(OC)cc1	1767	1770
116	COc1ccc(C)cc1N(C(=O)c1ccccc1F)c1nc2ccccc2s1	1545	1310
117	COC(=O)CN1CC(=O)N(c2ccccc2)C1=S	1872	1565
118	COC(=O)CNC(=O)CCc1nnc(C2(c3ccc(Cl)cc3)CCC2)o1	1807	1617
119	C/C=C/C(=O)OCC(=O)Nc1cccc(S(=O)(=O)NC2=NCCCCC2)c1	1838	1682
120	CCOC(=O)c1c(NC(=O)CCN2CCOCC2)sc2c1CC(C)(C)OC2	1949	1646

# Screening results from PubChem BioAssay.

# An excerpt (hit frequency here may not be typical).
